Screening results (PubChem)
MEP2-GFP yeast – modulators of TOR pathway MEP2-GFP in S. cerevisiae; S. cerevisiae MEP2-GFP strain, flow cytometry GFP, 3 h; 100% = DMSO control level; GFP response vs DMSO, % at 10 µM; hit rate 0.51% among 330,000; AID 2016;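 active = GFP response versus DMSO above a set limit, roughly screen mean plus 3 SD, cut at about 180% in these data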;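 also: median GFP fluorescence of the barcode-gated MEP2-GFP cells per well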
GASC-1 inh – inhibitors of human GASC-1 (JMJD2C) demethylase; Q9H3R0; GST-JMJD2C(1-420) H3K9me3 demethylation, DELFIA europium; inhibition, % at 2.35 µM; hit rate 0.069% among 330,000; AID 2099;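 active = more than half of a compound's replicate wells show inhibition beyond 50%, single wells judged on their own value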;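 also: signal counts dimethyl H3K9 product captured on neutravidin plate; 0% = median of DMSO wells and 100% = 0.3 times that DMSO median; strong numbers were not always called active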
LAP4 TOR yeast – modulators of TOR pathway LAP4-GFP in S. cerevisiae; S. cerevisiae LAP4-GFP multiplex, flow cytometry GFP, 3 h; median GFP as percent of DMSO wells; GFP response vs DMSO, % at 10 µM; hit rate 0.34% among 320,000;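 active = GFP response vs DMSO above a set limit, about the screen mean plus 3 SD, cut at about 150% in these data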
RPL19A TOR yeast – yeast TOR pathway RPL19A-GFP modulation | S. cerevisiae RPL19A-GFP strain, flow cytometry, 3 h; active compounds read low | percent response vs DMSO, % at 10 µM | hit rate 0.3% among 330,000 | AID 2025;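 active = percent response vs DMSO below 50%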;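 also: median channel GFP fluorescence of the barcoded RPL19A-GFP strain; ratio of sample median GFP to plate DMSO average so 100% = DMSO; lower means less RPL19A-GFP as with rapamycin TOR inhibition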
AHR activator – activates the human aryl hydrocarbon receptor; P35869; AHR-responsive luciferase reporter cells, luminescence; activation, % at 5 µM; hit rate 2.5% among 320,000; in the data active = activation above about 47%;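 also: 0% = vehicle wells and 100% = reference agonist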
Target sequence (P35869 whole entry, looked up): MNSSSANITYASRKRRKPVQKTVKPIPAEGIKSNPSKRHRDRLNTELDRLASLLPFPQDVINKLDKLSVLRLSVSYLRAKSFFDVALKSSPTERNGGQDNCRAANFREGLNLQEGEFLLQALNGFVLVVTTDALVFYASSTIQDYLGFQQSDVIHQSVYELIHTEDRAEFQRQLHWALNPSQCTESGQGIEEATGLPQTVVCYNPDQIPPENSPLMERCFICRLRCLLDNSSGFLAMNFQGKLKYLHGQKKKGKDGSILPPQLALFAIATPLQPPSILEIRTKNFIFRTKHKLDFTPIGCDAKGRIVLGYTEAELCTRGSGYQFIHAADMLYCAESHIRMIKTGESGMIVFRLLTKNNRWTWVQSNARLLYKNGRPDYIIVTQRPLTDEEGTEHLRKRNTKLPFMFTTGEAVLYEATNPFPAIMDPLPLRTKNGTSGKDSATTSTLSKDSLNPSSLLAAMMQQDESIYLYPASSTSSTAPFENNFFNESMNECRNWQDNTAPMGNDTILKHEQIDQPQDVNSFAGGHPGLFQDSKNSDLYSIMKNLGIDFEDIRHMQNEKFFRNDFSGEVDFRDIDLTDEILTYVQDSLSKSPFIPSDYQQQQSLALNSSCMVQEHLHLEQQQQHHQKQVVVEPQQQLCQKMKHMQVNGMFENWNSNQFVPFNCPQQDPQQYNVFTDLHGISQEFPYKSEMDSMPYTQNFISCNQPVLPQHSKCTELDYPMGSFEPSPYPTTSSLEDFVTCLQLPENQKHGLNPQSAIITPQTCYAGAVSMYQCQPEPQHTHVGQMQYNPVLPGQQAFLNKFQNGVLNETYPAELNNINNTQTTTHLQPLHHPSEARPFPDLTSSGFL
CR mimetic SO – lowers age-related superoxide in aged yeast cells. hit rate 0.18% among 330,000. superoxide response (% of plate mean), % at 10 µM. S. cerevisiae aged cells, superoxide DHE fluorescence; active compounds read low. AID 2690;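 active = superoxide response under a set limit, about three screen SD below normal, cut at about 65% in these data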;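 also: yeast aged for seven days with compound at 30 °C before DHE staining; 100% = average MFI of all compound-treated wells on the plate with controls excluded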
procasp3 activ – procaspase-3 (human) activation; activation, % at 8.5 µM; hit rate 0.11% among 330,000; P42574; recombinant procaspase-3 D3A, Ac-DEVD-pNA absorbance 405 nm;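 active = activation above the mean of all tested compounds plus 3 SD, cut at about 21% in these data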;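 also: 0% = DMSO alone and 100% = DMSO wells spiked with extra 5 µM PC-3 D3A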
Target sequence (P42574 whole entry D9A/D28A/D175A): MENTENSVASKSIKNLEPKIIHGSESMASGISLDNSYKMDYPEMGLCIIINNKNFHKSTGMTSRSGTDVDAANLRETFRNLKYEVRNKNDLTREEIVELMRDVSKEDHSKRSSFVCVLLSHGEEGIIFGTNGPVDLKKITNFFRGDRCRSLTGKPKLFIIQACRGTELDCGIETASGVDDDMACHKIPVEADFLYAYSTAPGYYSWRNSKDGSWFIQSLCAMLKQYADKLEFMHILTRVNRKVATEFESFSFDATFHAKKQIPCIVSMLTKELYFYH
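Assay system: Autoprocessing-dead procaspase-3 D3A mutant enzyme; also added: Ac-DEVD-pNA; doses: one concentration, 8.5 µM nominal, 0.8% DMSO; times: 1 h compound preincubation, 2 h substrate hydrolysis at 25 °C; technique: 405 nm absorbance of p-nitroaniline, reads at 0 and 120 min; measure: % activation between DMSO and enzyme-spiked controls; repeats: single replicate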
procasp7 counter – counter-screen for procaspase-3 activators: activators of human procaspase-7; recombinant procaspase-7, Ac-DEVD-pNA absorbance 405 nm; D23A/D198A/D206A triple mutant, cannot self-cleave; scale: DMSO 0, 5 µM enzyme 100; hit rate 0.093% among 330,000; P55210; activation, % at 8.5 µM; AID 463210;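 active = percent activation above the screen-wide mean plus 3 SD, cut at about 25% in these data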
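System: Uncleavable procaspase-7 mutant enzyme; Amount: 2 µM procaspase-7 mutant as dispensed; Schedule: 1 h compound preincubation, 2 h substrate cleavage, 25 °C; Measured by: 405 nm absorbance of p-nitroaniline; Evaluation: percent activation from buffer-corrected 0–120 min absorbance change; Control set: low DMSO alone, high DMSO plus 5 µM PC-7.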
* = called active by the depositor; / = no result given; & = joins results of further samples.

SMILES | MEP2-GFP yeast | GASC-1 inh | LAP4 TOR yeast | RPL19A TOR yeast | AHR activator | CR mimetic SO | procasp3 activ | procasp7 counter
COc1cccc(NC(=O)C/C(C)=N/NC(=O)C2CCCCC2)c1 | 102 | 2 | 99 | 103 | 2 | 101 | -1 | -4
CCn1c(COc2cccc(C)c2)nnc1SCC(=O)Nc1cccc(C(=O)O)c1 | 107 | -4 | 99 | 98 | 0 | 112 | -8 | -10
CN(CCCC(=O)NCCc1ccccc1)S(=O)(=O)c1ccc([N+](=O)[O-])cc1 | 105 | -3 | 90 | 105 | 4 | 116 | -9 | 9
CCC(C)(C)n1nnnc1C(c1cccc(C#N)c1)N1CCN(c2cccc(C)c2C)CC1 (stereo not drawn) | 105 | 2&-8 | 103 | 100 | 0 | 82 | 5 | 4
Cc1nc2ccccc2nc1CN1CCC(CO)(CC2CCCCO2)CC1 (stereo not drawn) | 105 | -2 | 91 | 101 | 13 | 97 | 3 | -28
CSc1nc(O)c(C(c2ccccc2Cl)c2c(O)nc(SC)[nH]c2=O)c(=O)[nH]1 | 106 | -12 | / | 103 | -1 | 104 | -7 | 5
CCNc1ccc(C(=O)OCC(=O)N2c3ccccc3NC(=O)C2(C)C)cc1[N+](=O)[O-] | 88 | 17 | 76 | 101 | 3 | 95 | 4 | -4
C/C(CC(=O)Nc1cc(C)ccn1)=N\NC(=O)C(=O)NC(C)C | 98 | 3 | 109 | 102 | 4 | 101 | 4 | 8
O=C(c1cc2ccccc2[nH]1)N(Cc1cccnc1)CC1CCCN(C2CCCCC2)C1 (stereo not drawn) | 133 | 8 | 103 | 110 | 35 | 92 | 8 | 1
O=C(/C=C/c1cc([N+](=O)[O-])ccc1OC(F)F)Nc1cccc2ccccc12 | 104 | -3 | 99 | 102 | 4 | 90 | 7 | -10
Cc1ccccc1CNC(=O)C(=O)Nc1nccs1 | 66 | -9 | 105 | 92 | 0 | 89 | 2 | 3
Cc1cc(C)cc(N2CC(C)(C)C2=O)c1 | 82 | 4 | 89 | 91 | 2 | 97 | -3 | 2
CCOC(=O)C1CCCN(C(=O)c2[nH]c3ccc(OC)cc3c2C)C1 (stereo not drawn) | 92 | 20 | 101 | 89 | 4 | 93 | -5 | 1
COC(=O)c1cc(Cl)cc2c(C)c(C3(O)CCCCC3)[nH]c12 | 100 | 0 | 97 | 103 | 2 | 115 | -1 | 2
Cc1ccc2c(c1)C=CC(C)(C)S2(=O)=O | 104 | 0 | 104 | 101 | -2 | 94 | 1 | 1
COc1ccccc1CNC(=O)Cn1ccsc1=N | 96 | -46 | 104 | 97 | 4 | 94 | -10 | 2
C#CCOCCOCCOCCNc1nc(N2CCN(C(=O)C([C@@H](C)CC)n3cc(C(N)COC(=O)C(F)(F)F)nn3)CC2)nc(N2CCN(C(=O)[C@H](CCCCN)n3cc(C(N)CC(C)C)nn3)CC2)n1 (stereo partly drawn) | 93 | -8 | 128 | 96 | 0 | 98 | 5 | -7
Cc1nc2c(C(=O)NCCc3ccccc3Cl)c[nH]n2c(=O)c1Cl | 110 | 5 | 100 | 103 | -1 | 97 | 1 | -2
CCCOc1ccc(-c2nc[nH]c2[N+](=O)[O-])cc1 | 102 | -11 | 92 | 99 | 3 | 91 | -1 | 7
COCCCN1C(=O)C(=O)/C(=C(/O)c2ccc(S(=O)(=O)N3CCCCC3)cc2)C1c1ccc(F)cc1 (stereo not drawn) | 101 | -34 | 98 | 99 | 3 | 92 | 5 | 5
COc1ccc(CC(=O)NC2CCN(CC(=O)Nc3ccc4c(c3)OCCO4)CC2)cc1OC | 104 | -12 | 98 | 97 | -2 | 99 | 4 | 7
COC(=O)C1=C(C)NC(=O)CC1c1cc2c(cc1Br)OCO2 (stereo not drawn) | 99 | -20 | 102 | 100 | 10 | 98 | 5 | 7
COc1ccccc1-n1c(CCC(=O)O)ccc1-c1ccccc1 | 94 | -7 | 111 | 100 | 4 | 107 | -5 | -14
CCOCc1nc(N)[nH]c(=O)c1Cc1ccc(OC(C)C)cc1 | 112 | -2 | 95 | 100 | 3 | 98 | 6 | 14
Oc1ccc(N=Cc2ccc(OCc3ccccc3)cc2)cc1 | 90 | -15 | 114 | 96 | 1 | 99 | -2 | -17

Reformatted field by field: entries from further up.
Cc1ccccc1CNC(=O)C(=O)Nc1nccs1
  MEP2-GFP yeast = 66 | GASC-1 inh = -9 | LAP4 TOR yeast = 105 | RPL19A TOR yeast = 92 | AHR activator = 0 | CR mimetic SO = 89 | procasp3 activ = 2 | procasp7 counter = 3
Cc1cc(C)cc(N2CC(C)(C)C2=O)c1
  MEP2-GFP yeast = 82 | GASC-1 inh = 4 | LAP4 TOR yeast = 89 | RPL19A TOR yeast = 91 | AHR activator = 2 | CR mimetic SO = 97 | procasp3 activ = -3 | procasp7 counter = 2

4 entries already listed, arranged by molecular weight, lowest first:
SMILES | MEP2-GFP yeast | GASC-1 inh | LAP4 TOR yeast | RPL19A TOR yeast | AHR activator | CR mimetic SO | procasp3 activ | procasp7 counter
CCCOc1ccc(-c2nc[nH]c2[N+](=O)[O-])cc1 | 102 | -11 | 92 | 99 | 3 | 91 | -1 | 7
CCOCc1nc(N)[nH]c(=O)c1Cc1ccc(OC(C)C)cc1 | 112 | -2 | 95 | 100 | 3 | 98 | 6 | 14
Cc1nc2ccccc2nc1CN1CCC(CO)(CC2CCCCO2)CC1 (stereo not drawn) | 105 | -2 | 91 | 101 | 13 | 97 | 3 | -28
CN(CCCC(=O)NCCc1ccccc1)S(=O)(=O)c1ccc([N+](=O)[O-])cc1 | 105 | -3 | 90 | 105 | 4 | 116 | -9 | 9

The list continues:
SMILES | MEP2-GFP yeast | GASC-1 inh | LAP4 TOR yeast | RPL19A TOR yeast | AHR activator | CR mimetic SO | procasp3 activ | procasp7 counter
Cc1ccc(S(=O)(=O)NC2c3cccc4cccc(c34)C2Sc2nc(C)cc(C)n2)cc1 (stereo not drawn) | 91 | -5 | 106 | 110 | 21 | 98 | -8 | 7
Cc1noc(C)c1CSCC(=O)Nc1ccccc1N1CCCCC1 | 92 | 0 | 105 | 90 | 5 | 90 | 10 | 2
COc1ccc(/C=C2/Sc3ccc(C(=O)N4CCOCC4)cc3NC2=O)cc1OC | 98 | -6 | 94 | 97 | 0 | 91 | 3 | 10
COc1cccc2cc(C(=O)N3CCN(c4ccc(C)cc4C)CC3)c(=O)oc12 | 97 | 6 | 106 | 96 | 1 | 101 | 1 | 3
Cc1onc(-c2ccccc2)c1C(=O)Nc1cccc(S(=O)(=O)N2CCCCC2)c1 | 111 | 0 | 125 | 106 | 0 | 97 | 0 | -3
COc1ccc(NC(=O)CN(C)CC(=O)Nc2cccc(S(=O)(=O)N(C)c3ccccc3)c2)cc1 | 101 | -8 | 96 | 91 | 2 | 110 | 6 | 3
CCN1/C(=C2\C(=O)N(C)C(=S)N2C)C=Cc2cc(C)ccc21 | 106 | 6 | 101 | 103 | 1 | 99 | -7 | -20
CC(=O)N1[C@H](Cc2ccccc2)C=C[C@]1(C)C(=O)NCCc1c[nH]c2ccccc12 | / | -2 | / | / | 20 | / | 7 | -1
CCOC(=O)COc1ccc2c(c1)C(=O)CC(C)(c1cccnc1)O2 (stereo not drawn) | 106 | -7 | 101 | 98 | 0 | 100 | 1 | 3
CC(c1ccco1)N(C(=O)c1ccccc1NS(=O)(=O)c1cc([N+](=O)[O-])ccc1Cl)c1ccccn1 (stereo not drawn) | 96 | 8 | 101 | 104 | 1 | 105 | 1 | -4
COc1ccc(NC(=O)CSc2nc3c(c(=O)n(C)c(=O)n3C)n2C)c(OC)c1 | 115 | -9 | 102 | 92 | 1 | 84 | -8 | 7
CCCCCc1n[nH]c2c1CCCC2 | 91 | 12 | 120 | 97 | 1 | 100 | -5 | -3
Cc1ccc(C(=O)N(c2ccccc2)C2CC(C)N(C(=O)c3ccco3)c3ccccc32)cc1 (stereo not drawn) | 105 | -4 | 105 | 102 | 1 | 102 | 2 | 8
O=C(c1nn2cccnc2c1Cl)N1CCN(c2ccccc2)CC1 | 100 | 10 | 106 | 101 | 5 | 114 | 0 | 9
C=CCOc1ccccc1/C=C/C(=O)O | 105 | 0 | 80 | 103 | -2 | 111 | 9 | 4
COc1ccc(CCNC(=O)CNC(=O)c2ccccc2Br)cc1OC | 105 | 7 | 110 | 100 | -1 | 105 | 10 | 9
CCOc1ccc(NC(=O)C2CCN(S(=O)(=O)c3ccc4c(c3)C(C)(C)C(=O)N4C)CC2)cc1 | 108 | 91 | 111 | 106 | 1 | 124 | 2 | -13
COc1ccc(NC2CCCN(C(=O)C3=NN(C)C(=O)CC3)C2)cc1OC (stereo not drawn) | 97 | -3 | 100 | 104 | 0 | 115 | -22 | -37
O=C(Nc1nnc(S(=O)(=O)N2CCCC2)s1)c1cccc([N+](=O)[O-])c1 | 106 | -2 | 109 | 105 | 4 | 124 | 1 | 7
Cc1ccc(S(=O)(=O)CC(=O)NCc2ccccc2)cc1 | 99 | 2 | 95 | 99 | 2 | 93 | -1 | -4
COc1ccc(N2CCN(C(=O)c3ccc4c(c3)NC(=O)C(CSCc3ccc(C)cc3)N4)CC2)cc1 (stereo not drawn) | 91 | 6 | 115 | 95 | 0 | 104 | 1 | -13
COc1ccc(-c2cn3cccnc3n2)cc1NC(=O)c1ccc(Br)o1 | 109 | 1 | 100 | 104 | 24 | 101 | 4 | 1
Cc1cc(C)c(OCC(=O)OCC(=O)NC2CCCCCCC2)c(C)c1 | 106 | -7 | 101 | 99 | -2 | 91 | 5 | 6
CCOc1ncccc1C(=O)Nc1cc(S(=O)(=O)N2CCCCC2)ccc1C | 86 | 17 | 82 | 93 | 7 | 128 | 6 | -11
Cc1ccc2c(c1)C(c1ccc(F)cc1)N(C(=O)c1ccccc1Br)CC(=O)N2 (stereo not drawn) | 101 | 9 | 102 | 98 | 1 | 97 | -2 | -1
O=C(c1cccc(S(=O)(=O)NCc2ccc3c(c2)OCO3)c1)N1CCCC1 | 99 | / | 93 | 92 | 0 | 94 | 1 | 4
Oc1[nH]c2ccc(Br)cc2c1N=NC(=S)Nc1ccc(F)cc1 | 103 | 3 | 99 | 98 | 75* | 104 | -12 | -18
COc1ccc(Cc2nnc(NC(=O)CS(=O)(=O)c3ccc(C)cc3)s2)cc1OC | 99 | 0 | 94 | 108 | -2 | 98 | 10 | -1

5 of the compounds above, as tab-separated lines.
smiles	MEP2-GFP yeast	GASC-1 inh	LAP4 TOR yeast	RPL19A TOR yeast	AHR activator	CR mimetic SO	procasp3 activ	procasp7 counter
COc1ccc(/C=C2/Sc3ccc(C(=O)N4CCOCC4)cc3NC2=O)cc1OC	98	-6	94	97	0	91	3	10
COc1cccc2cc(C(=O)N3CCN(c4ccc(C)cc4C)CC3)c(=O)oc12	97	6	106	96	1	101	1	3
Cc1onc(-c2ccccc2)c1C(=O)Nc1cccc(S(=O)(=O)N2CCCCC2)c1	111	0	125	106	0	97	0	-3
COc1ccc(NC(=O)CN(C)CC(=O)Nc2cccc(S(=O)(=O)N(C)c3ccccc3)c2)cc1	101	-8	96	91	2	110	6	3
CCN1/C(=C2\C(=O)N(C)C(=S)N2C)C=Cc2cc(C)ccc21	106	6	101	103	1	99	-7	-20
